GAA spleen mod: inhibitors or activators of human alpha-glucosidase in spleen homogenate; P10253; Potency, µM (top dose mostly 79.9 µM), for the others: top-dose activity change, negative = inhibition, most hits filed as inhibitors; AID 2112; human spleen homogenate, 4-MU-alpha-glucoside fluorescence; actives 0.006% (n = 240,000);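 note: 0% = enzyme with vehicle and -100% = no enzyme basal signal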
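Human spleen homogenate (1 ug) with 4-methylumbelliferyl-alpha-D-glucopyranoside (1 mM final) in 50 mM citrate/phosphate pH 5.0, 0.01% Tween-20; 40 min at 37 C. Stopped at pH 10; 4-MU fluorescence Ex 365/Em 440 nm; AC50 by Hill fit.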
GAA glycogen: inhibitors or activators of human alpha-glucosidase glycogen cleavage; P10253; recombinant GAA, glycogen substrate, Amplex Red glucose oxidase fluorescence; Potency, µM (top dose mostly 76.4 µM), without a hit: top-dose activity change, negative = inhibition, most hits filed as inhibitors; actives 0.38% (n = 300,000); AID 2100;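 note: 0% = full enzyme reaction and -100% = no-enzyme basal signal; the screen sought inhibitors and activators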
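Recombinant enzyme (4 nM final) with compounds titrated up to 77 uM and bovine liver glycogen (30 ug) in citrate pH 5.0, 0.01% Tween-20, 37 C 40 min. Released glucose detected by Amplex Red/glucose oxidase (Ex 573/Em 610); AC50 from Hill fits.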
GAA inhib: alpha-glucosidase (human) inhibition. P10253. Potency, µM (doses to about 76.9 µM), for inactives: at the highest dose activity change, negative = inhibition, most hits filed as inhibitors. purified human GAA, 4-MU-alpha-glucoside fluorescence. actives 0.005% (n = 200,000). AID 1466;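 note: plate controls were uninhibited enzyme wells for no effect and no-enzyme background for full effect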
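Activity normalized between no-enzyme (basal) and enzyme-only wells. Conditions: 4 nM human enzyme, 400 uM fluorogenic substrate, citrate/phosphate pH 5.0 with Tween-20, 20 min room temperature, compounds up to 77 uM.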
aGal spleen mod: inhibits or activates alpha-galactosidase in human spleen homogenate. P06280. human spleen homogenate, 4MU-alpha-Gal fluorescence, 40 min. Potency, µM (top dose mostly 80 µM), without a hit: top-dose activity change, negative = inhibition, hits mostly inhibitors. actives 0.008% (n = 240,000);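 note: 0% = enzyme with vehicle and -100% = no enzyme basal signal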
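Human spleen homogenate (1 ug) as enzyme source, 4-methylumbelliferyl-alpha-D-galactopyranoside 1 mM final, citrate/phosphate pH 5.0 with 0.01% Tween-20. Compounds 40 min at 37C, NaOH/glycine stop; fluorescence Ex 365/Em 440, Hill-fit AC50.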
SMN2 splice up: SMN2 splice variant enhancement; HEK293 SMN2-luciferase splicing reporter, luminescence, 30-36 h; Potency, µM (top dose mostly 46.1 µM), without a hit: at the highest dose activity change, positive = activation, actives largely listed as activators; actives 2.8% (n = 210,000); AID 1458; note: % of control where 0% means no effect; nearly all actives have a fitted effect of over 55% in size
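HEK293 cells carry an SMN2 minigene-luciferase reporter in which exon 7 inclusion puts luciferase in frame. Cells were seeded at 2000 cells/well, attached for 10-12 hours, then exposed to compounds for 30-36 hours at 37C before ONE-Glo luminescence.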
ALDH1A1 inh: inhibitors of human aldehyde dehydrogenase 1A1. actives 7.3% (n = 220,000). Potency, µM (top dose mostly 75.3 µM), inactives show at the top dose activity, negative = inhibition, hits mostly inhibitors. P00352. Purified ALDH1A1, NADH fluorescence, propionaldehyde substrate; active = well fitted inhibition curve with a large enough effect, not every such curve was filed as active; inconclusive = small, poorly fitted or top-dose-only effect, or another doubt; inactive = no such curve, though single readings can be large or run the other way;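 note: plate controls were no enzyme wells and a reference inhibitor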
Target sequence (P00352 whole entry, looked up): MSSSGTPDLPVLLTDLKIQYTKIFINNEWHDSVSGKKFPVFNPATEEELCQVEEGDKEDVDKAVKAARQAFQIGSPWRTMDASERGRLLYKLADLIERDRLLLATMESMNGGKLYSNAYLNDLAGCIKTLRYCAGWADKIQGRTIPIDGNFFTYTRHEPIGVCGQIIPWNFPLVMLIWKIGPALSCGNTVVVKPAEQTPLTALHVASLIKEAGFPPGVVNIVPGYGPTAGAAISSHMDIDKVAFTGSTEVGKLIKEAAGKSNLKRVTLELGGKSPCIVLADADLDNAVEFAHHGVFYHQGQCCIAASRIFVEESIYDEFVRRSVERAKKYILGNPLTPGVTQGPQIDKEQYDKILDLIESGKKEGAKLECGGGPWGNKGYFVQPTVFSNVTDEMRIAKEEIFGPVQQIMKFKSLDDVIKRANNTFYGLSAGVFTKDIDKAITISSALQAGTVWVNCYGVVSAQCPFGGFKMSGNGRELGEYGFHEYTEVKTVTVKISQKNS
KDM4E inh: inhibitors of human JMJD2E histone demethylase; B2RXH2; JMJD2E catalytic domain, FDH-coupled NADH fluorescence (FDH is formaldehyde dehydrogenase); Potency, µM (doses to about 57.1 µM), without a hit: top-dose activity change, negative = inhibition, actives largely listed as inhibitors; actives 1.6% (n = 230,000); AID 2147; active = well fitted inhibition curve with a large enough effect, not every such curve was filed as active; inconclusive = small, poorly fitted or top-dose-only effect, or another doubt; inactive = no such curve, though single readings can be large or run the other way;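 note: 0% = wells with enzyme and -100% = buffer wells without enzyme; nearly all actives have a fitted effect of over 50% in size; many of its hits are not listed in these tables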
Target sequence (B2RXH2 1-337 limits assumed): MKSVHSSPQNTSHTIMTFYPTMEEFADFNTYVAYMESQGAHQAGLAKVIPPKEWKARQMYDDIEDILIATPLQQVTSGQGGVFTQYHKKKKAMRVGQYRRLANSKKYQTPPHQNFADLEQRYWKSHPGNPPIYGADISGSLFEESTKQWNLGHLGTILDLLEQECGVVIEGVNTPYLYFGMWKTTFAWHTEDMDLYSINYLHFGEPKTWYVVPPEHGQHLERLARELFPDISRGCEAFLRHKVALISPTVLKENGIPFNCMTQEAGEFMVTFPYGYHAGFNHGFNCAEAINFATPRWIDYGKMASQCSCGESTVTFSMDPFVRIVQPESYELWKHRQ
RGS12 GoLoco inh: RGS12 GoLoco-Gai1 interaction inhibition; Potency, µM (highest dose often 61.6 µM), for the others: top-dose activity, negative = inhibition, hits mostly inhibitors; AID 880; actives 0.44% (n = 230,000); Gai1:RGS12 GoLoco peptide FP, rhodamine, 10 min; P63096; active = well fitted inhibition curve with a large enough effect, not every such curve was filed as active; inactive = no such curve, though single readings can be large or run the other way; note: % is set by controls: 0 for no effect and ±100 for the full control effect; nearly all actives have a fitted effect of over 30% in size; many of its hits are not listed in these tables
The depositor's hits bear a star; ? = inconclusive; / = not tested or not shown; [ ] = dose if it differs, or a comment. Unless noted, calls come from the whole dose curve; as a rule, active = well fitted curve in the direction sought with a large enough effect; inconclusive = small, poorly fitted or top-dose-only effect, or another doubt; inactive = no such curve, though single readings can be large; an effect the other way counts as inactive or inconclusive. Potency is the fitted concentration of half-maximal effect. The list is partial; count on the stated rates, not on these rows.

item	smiles	GAA spleen mod	GAA glycogen	GAA inhib	aGal spleen mod	SMN2 splice up	ALDH1A1 inh	KDM4E inh	RGS12 GoLoco inh
1	COc1cc(-c2nnc(SCC(=O)c3ccc(C)cc3)o2)cc(OC)c1OC	-4.9%	2.6%	-3.8%	1.2%	-9.1%	28.2µM*	2.4%	-5.3%
2	COC(=O)c1c(-c2c(Cl)cccc2Cl)noc1C(=O)NNC(=O)N(C)C	-4.4%	1.5%	/	-8.7%	/	/	-3.7%	3.8%
3	CC(C)(C)OC(=O)NCCc1nnc(SCC(=O)Nc2ccc(Br)cc2)o1	6.7%	-0.1%	/	-4.1%	/	/	-20.1%	-1.6%
4	COc1cccc(C2CC(c3ccccc3Cl)n3nc(N)nc3N2)c1 (stereo not given)	-1.1%	14.7%	-8.0%	-3.3%	9.0%	7.9%	11.6%	-1.1%
5	O=C(Nc1c(-c2ccccc2)nc2ccc(Cl)cn12)c1cccs1	-4.0%	4.6%	-4.9%	1.7%	-6.5%	17.1%	11.7%	4.1%
6	Cc1cc(N/N=C/c2ccc([N+](=O)[O-])o2)nc2ccccc12	1.4%	-1.8%	-5.5%	-0.5%	-6.8%	-1.7%	-15.4%	96.5%[activator]
7	Cc1ccc(S(=O)(=O)NC(=O)NCCc2ccccc2)cc1	1.8%	5.9%	-0.4%	5.3%	-13.3%	4.0%	-2.3%	1.8%
8	C=CCc1cc(C(=O)N2CCCCC2)ccc1O	-0.8%	7.1%	-5.5%	-1.6%	-17.3%	?	3.5%	3.7%
9	CCOCCCNCc1ccc(OCc2ccc(F)cc2)c(OC)c1	8.5%	-7.5%	7.4%	-2.7%	-14.3%	0.3%	-7.6%	-0.6%
10	COc1ccc(C(=O)ON=C2CCN(C)CC2)cc1	-2.0%	5.2%	?	0.0%	/	-16.8%	4.2%	2.3%
11	CC1=C(C#N)C(c2cccnc2)C2=C(CC(c3ccc(Cl)cc3)CC2=O)N1 (stereo not given)	?	24.1%	?	?	13.4%	?	?	-15.9%
12	CCOC(=O)N1CCN(C(=O)c2sc3nc(-c4ccc(F)cc4)cn3c2C)CC1	-2.4%	5.9%	2.7%	-2.2%	-21.8%	1.2%	0.8%	14.6%
13	COc1ccc(OCc2nnc(SCC(N)=O)n2-c2ccccc2OC)cc1	-1.7%	6.9%	5.5%	1.2%	-9.5%	1.2%	24.1%	4.5%
14	N[C@H](C(=O)O)[C@H]1C[C@H]1C(=O)O	-1.2%	/	/	0.6%	-13.4%	15.3%	/	1.4%
15	Cc1ccccc1OCCNc1cc(N2CC(C)NC(C)C2)ccc1[N+](=O)[O-] (stereo not given)	-2.3%	0.5%	-11.4%	-1.7%	-37.2%[inhibitor]	-6.3%	3.1%	1.6%
16	CC1CN(Cc2ccccn2)CCC1=O (stereo not given)	2.2%	-0.1%	1.2%	1.1%	2.5%	6.2%	-9.8%	-0.7%
17	O=C(Nc1cccc(C(F)(F)F)c1)c1ccc(-n2cncn2)nc1	/	6.4%	?	3.5%	-30.6%[inhibitor]	2.0%	3.0%	-3.1%
18	COC(=O)C(CC(C)C)NC(=O)c1ccc(F)cc1 (stereo not given)	-0.2%	6.3%	-1.5%	2.2%	1.8%	8.2%	5.4%	3.5%
19	CCCCC1NC(C(=O)O)CS1 (stereo not given)	4.6%	2.8%	?	3.9%	-7.3%	?	-16.4%	-38.7%
20	COc1ccc(NC2=Nc3ccccc3CC2)cc1	-12.6%	6.3%	9.9%	-5.7%	12.6µM*	?	3.7%	-3.0%
21	Cn1c(=O)c2c(n(Cc3ccccc3)c1=O)NC(=O)C2CC(=O)O (stereo not given)	-9.6%	8.1%	-0.1%	5.9%	13.6%	0.8%	1.8%	6.6%
22	CCCCNC(=O)NS(=O)(=O)c1ccc(C(=O)OC)o1	-11.2%	6.3%	-1.4%	-0.7%	12.4%	11.3%	-1.5%	-1.0%
23	CCOC(=O)C1(CCc2ccccc2)CCN(Cc2nccn2CC)CC1	1.6%	-0.2%	/	0.4%	/	6.5%	1.4%	1.3%
24	CN(C)S(=O)(=O)Nc1ccc2c(c1)Cc1ccccc1-2	-2.8%	-0.4%	-10.1%	1.5%	?	8.5%	-0.1%	4.5%
25	COC(=O)C1=CN(c2cccc(C)c2)C=C(C(=O)OC)C1c1cc(OC)c(O)c([N+](=O)[O-])c1	-6.6%	-17.9%	-7.5%	1.1%	-4.4%	-0.7%	-15.0%	8.4%

item	smiles	GAA spleen mod	GAA glycogen	GAA inhib	aGal spleen mod	SMN2 splice up	ALDH1A1 inh	KDM4E inh	RGS12 GoLoco inh
26	Cc1cccc(OCc2n[nH]c(=S)n2Cc2ccccc2)c1	-2.8%	-19.1%	7.2%	-6.3%	-2.9%	7.2%	?	9.2%
27	Cc1cc(C)n2cc(CSc3ccc(Br)cc3)nc2n1	-7.3%	-2.1%	1.3%	-8.5%	-10.9%	?	?	205.3%[activator]
28	CN(C)/C=C1\Cc2ccccc2C1=O	1.0%	0.2%	/	6.7%	/	/	?	-0.8%
29	Cc1ccc(SC[C@H](Cc2ccccc2)N2CCN(CC(C)C)CCC2=O)cc1	8.8%	2.9%	/	-0.8%	/	/	-17.2%	7.4%
30	COc1ccc(Cl)cc1-c1n[nH]c(=S)n1C	0.8%	-10.8%	?	-0.7%	-13.6%	-8.7%	3.1%	-17.6%
31	CCOC(=O)c1cc2c(=O)n3cccc(C)c3nc2n(Cc2ccco2)c1=NC(=O)c1ccccc1	?	11.8%	?	?	-11.1%	?	?	11.7%
32	O=C(NC1(C(F)(F)F)NC(=O)N(c2ccccc2)C1=O)c1cccs1 (stereo not given)	0.0%	-3.2%	7.7%	3.9%	1.0%	-11.4%	4.2%	-3.8%
33	Cc1ccc(Nc2c([N+](=O)[O-])cc(C(=O)N3CC(=O)Nc4ccccc43)cc2[N+](=O)[O-])c(C)c1	-13.8%	-12.7%	-0.1%	-12.6%	-25.3%	8.4%	-5.5%	-0.7%
34	CC1CCCCC1NC(=O)c1ccc(S(=O)(=O)N2CCCC2)cc1 (stereo not given)	-1.2%	-2.4%	-5.2%	6.3%	-10.4%	?	3.6%	8.8%
35	CC1=CC2=NC(=O)/C(=C\c3cc(C)n(-c4cccc(Cl)c4)c3C)C(=N)N2O1	-1.7%	-1.7%	-6.1%	-2.3%	-21.9%	237.1%[activator]	28.2µM*	13.7%
36	COc1ccc(OC)c(C2CC(=O)C3=C(C2)NC(=O)CC3c2ccc(O)c(OC)c2)c1 (stereo not given)	7.6%	?	-7.9%	2.1%	-5.2%	12.0%	-7.0%	-8.1%
37	CCO[C@@H]1OC(C(=O)N2CCOCC2)=C[C@H](c2ccccc2)[C@H]1CCCO	1.3%	1.9%	/	1.4%	/	?	0.5%	1.8%
38	Cn1c(=O)c2c(nc(Oc3ccc4c(c3)OCO4)n2Cc2ccc(F)cc2)n(C)c1=O	-8.2%	6.1%	4.2%	2.8%	-5.8%	-1.3%	0.0%	5.3%
39	O=S(=O)(NCc1ccccc1)c1ccc(S(=O)(=O)N(Cc2ccccn2)C2CCCC2)cc1	-2.0%	-5.6%	-13.2%	7.7%	-30.5%[inhibitor]	-5.0%	3.2%	-14.6%
40	O=C(c1ccco1)N1CCN=C1SCc1ccc(F)cc1	0.0%	-6.4%	0.9%	-1.0%	-2.2%	0.4%	14.5%	-9.7%
41	COc1cccc(-c2nnc(SCC(=O)Nc3ccc(S(N)(=O)=O)cc3)n2C)c1	-14.6%	12.9%	-5.6%	-10.3%	-11.1%	3.3%	-6.1%	8.3%
42	CCOc1ccccc1OCC(=O)Nc1ccc(Cl)cc1Cl	0.1%	0.0%	-10.0%	0.8%	2.7%	1.5%	-3.1%	14.0%
43	COc1cc(CNCCN(C)C)c(Br)cc1OCC(=O)NCc1ccccc1	-8.3%	5.6%	5.3%	-7.5%	20.3%	10.7%	6.4%	0.0%
44	COc1ccc(CNC(=S)Nc2ccc(OC)cc2)cc1	-4.1%	4.9%	-4.5%	-1.0%	18.6%	?	-2.5%	20.2%
45	CCC(=O)NCCc1nc2cc(NC(=O)c3ccccc3OC)ccc2n1C	-18.7%	4.1%	-5.0%	3.1%	/	1.8%	4.4%	6.0%
46	COC(=O)/C(=C/c1ccccc1)NC(=O)c1ccco1	1.1%	-1.5%	-11.0%	5.3%	-4.1%	-1.7%	-4.5%	3.4%
47	CC(C)CCNC(=O)NC(=O)COc1ncnc2sccc12	1.2%	3.4%	-12.7%	11.3%	/	-4.5%	0.7%	/
48	CC1CCN(C(=O)c2ccc(SCc3ccccc3F)c([N+](=O)[O-])c2)CC1	-2.3%	13.9%	-6.2%	-8.3%	-23.5%	?	-7.8%	4.5%
49	COc1cc(OC)cc(C(=O)Nc2c(C)nn(-c3ccccc3)c2C)c1	0.6%	-6.3%	4.7%	1.3%	-3.6%	8.8%	-3.0%	-5.8%
50	O=C(NCCOc1ccccc1Cl)C(=O)c1c[nH]c2ccccc12	/	-16.4%	-13.8%	-3.2%	6.6%	-2.4%	-7.4%	6.1%
51	CN(C/C=C\c1ccccc1)Cc1cccc2ccccc12	-3.0%[29.1 µM]	/	/	-7.9%[29.1 µM]	1.6%[20.6 µM]	8.2%[20.9 µM]	1.2%[25.5 µM]	6.3%[21.6 µM]
52	CN(C)C(=O)C1(c2ccccc2)CCN(S(=O)(=O)c2ccccc2)CC1	0.1%	-3.2%	1.9%	-1.3%	-57.3%[inhibitor]	-6.4%	0.9%	13.6%

Three entries already listed, sorted by heavy-atom count, low to high.
item	smiles	GAA spleen mod	GAA glycogen	GAA inhib	aGal spleen mod	SMN2 splice up	ALDH1A1 inh	KDM4E inh	RGS12 GoLoco inh
22	CCCCNC(=O)NS(=O)(=O)c1ccc(C(=O)OC)o1	-11.2%	6.3%	-1.4%	-0.7%	12.4%	11.3%	-1.5%	-1.0%
51	CN(C/C=C\c1ccccc1)Cc1cccc2ccccc12	-3.0%[29.1 µM]	/	/	-7.9%[29.1 µM]	1.6%[20.6 µM]	8.2%[20.9 µM]	1.2%[25.5 µM]	6.3%[21.6 µM]
23	CCOC(=O)C1(CCc2ccccc2)CCN(Cc2nccn2CC)CC1	1.6%	-0.2%	/	0.4%	/	6.5%	1.4%	1.3%

Compound activity from PubChem BioAssay.
